PV pol inh – poliovirus RdRp elongation inhibitors, primary screen, biochemical, fluorescence polarization, total intensity; Genome polyprotein (Poliovirus type 1 (strain Mahoney)), P03300; poliovirus polymerase elongation; hits give low values; % elongation, % (compound at 16.7 µg/mL); 150,000 tested, 0.66% active; in the data active = % elongation below about 90%; also: some results filed as inactive read as strong as hits
Target sequence (P03300 1749-2209 limits assumed): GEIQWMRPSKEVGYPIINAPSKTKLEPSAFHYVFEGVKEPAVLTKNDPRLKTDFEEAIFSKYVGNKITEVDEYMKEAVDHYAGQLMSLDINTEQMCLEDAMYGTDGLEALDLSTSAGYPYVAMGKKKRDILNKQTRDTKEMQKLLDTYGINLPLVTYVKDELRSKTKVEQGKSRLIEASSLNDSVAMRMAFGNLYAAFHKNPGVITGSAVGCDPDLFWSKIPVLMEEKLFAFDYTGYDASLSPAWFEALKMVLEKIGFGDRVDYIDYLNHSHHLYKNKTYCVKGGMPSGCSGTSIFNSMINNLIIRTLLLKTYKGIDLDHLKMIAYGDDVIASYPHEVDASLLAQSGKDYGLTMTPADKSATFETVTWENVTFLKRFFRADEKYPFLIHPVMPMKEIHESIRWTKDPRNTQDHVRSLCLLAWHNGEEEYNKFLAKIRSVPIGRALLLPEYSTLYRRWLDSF
PV pol inh FP z-score – further read-out of PV pol inh, marked with its call; z-score; measured here: FP z-score; hits read low
* marks the source's active call; other numbers are inactive results. This is a subset. The share of hits here may be higher or lower than overall.

SMILES	PV pol inh	PV pol inh FP z-score
Fc1ccc(NC(=S)NC23CN4CN(CN(C4)C2)C3)cc1	100.0	-0.1
COc1cccc(-c2cc(C(=O)Nc3ccc(F)cc3)[nH]n2)c1	111.0	0.6
O=C(N/N=C1\C/C(=N\NC(=O)c2ccncc2)c2ccccc21)c1ccncc1	87.0*	-1.7*
OC1CCN(Cc2cccc(C(F)(F)F)c2)CC1	101.0	0.3
COC(=O)c1cc2oc3ccccc3c2n1CC(=O)Nc1ccc(C(C)C)cc1	102.0	0
O=C(NCCO)C1(c2ccc(Cl)cc2)CCCC1	102.0	0.5
CCOC(=O)N1CCN(C(=O)C2CC(=O)N(c3ccc(OC)cc3)C2c2ccc(OC)cc2)CC1 (centres undefined)	102.0	0.3
CCCCN(C)C(=O)c1c[nH]c2ccc(S(=O)(=O)Nc3cccc(OC)c3)cc2c1=O	101.0	-0.2
CN(C)c1ccc(C(=O)OCC(=O)C(C)(C)C)cc1	108.0	0.4
Cc1cc(N=Cc2c[nH]c3ccccc23)ccc1Br	101.0	-0.4
COc1ccc(-c2noc(C3CCCN(C(=O)c4ccccc4)C3)n2)cc1 (centres undefined)	101.0	-0.1
O=c1cc(-c2ccccc2)c2ccc3c(c2o1)CN(Cc1ccc2c(c1)OCO2)CO3	103.0	0.5
N#C/C(=C\c1c(Oc2ccccc2)nc2ccccn2c1=O)C(=O)NCc1ccco1	101.0	0.1
O=C(c1noc2c1CCCC2)N(C1CCCCC1)C1CCCCC1	103.0	0.9
CN(CC(=O)O)Cc1cccnc1	99.0	-0.7
Fc1ccc(-c2nnn3c2nc(NCc2ccccc2)c2ccccc23)cc1	104.0	0
CN(C)c1ccc(CNC(=O)CN2C(=O)C3CCCCN3c3ccc(C(=O)N4CCCC4)cc32)cc1 (centres undefined)	101.0	-1.3
CC(C)CCNC(=O)CSc1nc2ccccc2nc1Cc1ccc(Cl)cc1	101.0	-1.1
Cc1ccc(NC(=O)N2CCN(c3nnc(C)c4c(C)n(-c5ccccc5)nc34)CC2)c(Cl)c1	115.0	0.8
CC(CNC(=O)c1cc2ccccn2n1)c1ccccc1 (centres undefined)	108.0	0.2
Cc1ccc(-c2n[nH]c(=O)c3ccccc23)cc1S(=O)(=O)N1CCN(CCO)CC1	101.0	-0.2
Cc1cc(Nc2ccc(F)cc2)n2c(nc3ccccc32)c1C#N	107.0	0.6
COc1ccc(C)cc1NC(=O)c1cc(S(=O)(=O)N2CCc3ccccc3C2)ccc1F	107.0	-0.2
Cc1nn(-c2ccccc2)c(C)c1NC(=O)CN1CCCCC1C (centres undefined)	103.0	0
CCOc1ccc(C(=O)c2cn(CC(=O)Nc3cccc(OC)c3)c3cc4c(cc3c2=O)OCCO4)cc1	111.0	0.7

Some of the entries so far, with values under each structure:
The line under a structure holds: PV pol inh	PV pol inh FP z-score
- CN(C)c1ccc(CNC(=O)CN2C(=O)C3CCCCN3c3ccc(C(=O)N4CCCC4)cc32)cc1 (centres undefined)
 : 101.0	-1.3
- O=C(NCCO)C1(c2ccc(Cl)cc2)CCCC1
 : 102.0	0.5
- COc1ccc(C)cc1NC(=O)c1cc(S(=O)(=O)N2CCc3ccccc3C2)ccc1F
 : 107.0	-0.2
- N#C/C(=C\c1c(Oc2ccccc2)nc2ccccn2c1=O)C(=O)NCc1ccco1
 : 101.0	0.1
- Cc1ccc(-c2n[nH]c(=O)c3ccccc23)cc1S(=O)(=O)N1CCN(CCO)CC1
 : 101.0	-0.2
- O=c1cc(-c2ccccc2)c2ccc3c(c2o1)CN(Cc1ccc2c(c1)OCO2)CO3
 : 103.0	0.5

Additional entries:
SMILES	PV pol inh	PV pol inh FP z-score
CCOC(=O)N1CCCN=C1NNc1cc(F)ccc1F	104.0	0.7
Cc1ccc(Nc2nc(-c3ccc(S(=O)(=O)N4CCCC4)cc3)cs2)cc1	102.0	-0.2
CC(C)c1cccc(C(C)C)c1NC(=O)/C=C/c1ccco1	104.0	0.2
CCOC(=O)C1(C#N)C(N)=C(C#N)C(c2ccccc2)=CC1c1ccccc1 (centres undefined)	105.0	0.2
CC(=O)N[C@@H](CC(=O)O)C(=O)N[C@@H](CCC(=O)O)C(=O)O	99.0	-0.5
C=CCc1c(C)nc(-c2ccccc2)[nH]c1=O	100.0	-0.4
O=c1ccc(C(F)(F)F)cn1Cc1cc(=O)n2ccsc2n1	102.0	-0.2
Clc1ccc(Cn2c(CN3CCCC3)nc3ccccc32)cc1	101.0	0.2
COC(=O)c1sc(C)cc1OC(=O)c1ccc(OC)cc1	99.0	-0.2
O=C(OC1CSc2nc3ccccc3n2C1)c1ccccc1Cl (centres undefined)	102.0	-0.1
COc1ccc(-c2c(C)nn3c(C(F)(F)F)cc(C)nc23)cc1OC	101.0	-0.2
Cc1ccc(-c2cn3c(n2)sc2cc(C(=O)NCc4cccs4)ccc23)c(C)c1	109.0	0.7
COC(=O)c1cc2c(ccn2-c2ccc(F)cc2)n1Cc1ccccc1	102.0	-0.1
C/C(N)=C(/C#N)C(=O)CN1C(=O)NC(C)(c2ccc3c(c2)OCO3)C1=O (centres undefined)	101.0	-0.3
C=CCN(CC=C)S(=O)(=O)c1cc(Cl)ccc1Cl	103.0	0.3
CCC(=O)Nc1nnc(SCC(=O)N2CCCc3ccccc32)s1	103.0	0.8
O/N=C1/CCN(Cc2ccccc2)C1	101.0	0.3
O=C(CSc1nc2ccccc2[nH]1)N1CCc2ccccc2C1	104.0	0.9
CCN(CC)C(=O)CSc1nc(-c2ccccc2)cn1N	113.0	0.7
O=c1cc(CSc2nnc(N3CCOCC3)n2-c2cccc(F)c2)nc2sc3c(n12)CCCC3	101.0	-0.5
CN(C)c1ccc(NC(=O)CSc2nc3ccccc3c(=O)n2CC2COc3ccccc3O2)cc1 (centres undefined)	101.0	0.1
O=c1[nH][nH]c2ccccc2c1=O	99.0	-0.5
CCOC(=O)Cc1csc(SCC(=O)Nc2cccc(C#N)c2)n1	102.0	0.1
COC(=O)c1cc(-c2ccccc2)sc1N	94.0	-2.3
CCC1CN(Cc2ccccc2)CCC1=O (centres undefined)	102.0	0.3
(cont.)
SMILES	PV pol inh	PV pol inh FP z-score
COC(=O)C1=C(C)NC(C)=C(C(=O)OC)C1c1cc2ccc(OC)cc2[nH]c1=O	102.0	0
Cc1cccc2cc(CN(C(=O)C(F)(F)F)C3CCCC3)c3nnnn3c12	99.0	-0.9
Cc1ccc2[nH]c(C)c(CCN(Cc3ccco3)C(=S)Nc3cccc(C)c3C)c2c1	102.0	0
O=c1n(Cc2cccc(C(F)(F)F)c2)nnn1-c1ccccc1	102.0	-0.1
CCOc1ccc(NC(=O)CC2C(=O)N(c3ccc(F)cc3)C(=O)N2Cc2ccc(OC)c(OC)c2)cc1 (centres undefined)	108.0	0.4
CCOc1ccccc1NC(=O)NCc1ccc2c(c1)CCN2C(=O)c1ccccc1	107.0	-0.2
O=C(COc1ccccc1Br)N1CCCCC1	103.0	0.5
CCOc1ccc(NC(=O)CN2CCN(CC(=O)Nc3ccc(N(CC)CC)cc3)CC2)cc1	108.0	0.2
COc1cccc(NCc2nnc3n2CCCCC3)c1	116.0	1.9
COCCN(C(=O)C1CC1)c1nnc(-c2cccc(C)c2)s1	101.0	0.1
Cc1cccn2c(=O)c3cc(C(=O)NC(C)c4ccccc4)c(=N)n(CC4CCCO4)c3nc12 (centres undefined)	99.0	-0.5
O=C(C1CCCN(S(=O)(=O)c2cccc3nsnc23)C1)N1CCN(c2ccccc2F)CC1 (centres undefined)	108.0	0.1
COc1ccccc1S(=O)(=O)Cc1ccc(C(=O)NCc2ccc(Cl)cc2)o1	106.0	0.1
COC(=O)c1c(C)oc(C)c1S(=O)(=O)Nc1ccc(C(C)C)cc1	103.0	0.1
CCc1ccc(-n2c(SCc3ccccc3C)nc3[nH]ncc3c2=O)cc1	100.0	-0.6
O=C(N/N=C/c1ccccc1O)C12CC3CC(CC(C3)C1)C2	104.0	0.4
N/C(=N\OC(=O)Nc1ccccc1)c1ccc2nonc2c1	103.0	0.4
O=c1c2[nH]c3ccccc3c2nc(SCc2ccccc2F)n1-c1ccc(F)cc1	109.0	0.6
CC(C)NCC(O)COc1ccc(COCCOC(C)C)cc1 (centres undefined)	102.0	0.3
Cc1cc(SCCOc2ccccc2)nc(N)n1	100.0	-0.3
COc1cccc(Cc2nc3ccccc3nc2SCC(=O)NCc2ccc(C)cc2)c1	108.0	0.6
O=C(CSc1ccccc1Cl)NCc1ccccc1Cl	103.0	0.6
CCc1ccc(NC(=S)N(Cc2cccnc2)Cc2ccco2)cc1	100.0	-0.3
CCOc1ccc(C2NC(=O)c3c(COC)cc(C)nc3N2Cc2ccccc2)cc1OC (centres undefined)	107.0	0.7
O=C(Nc1ccc(-c2cn3cccnc3n2)cc1)c1ccccc1F	109.0	0.4
Carrying on.
SMILES	PV pol inh	PV pol inh FP z-score
N=C1C(c2nc3ccccc3[nH]2)=C(O)CN1C1CCCC1	100.0	-0.1
N#Cc1ccccc1N=Cc1ccccc1O	101.0	0.5
Cc1ccc(NC(=O)CSc2cc(=O)n(C)c3ccc(Cl)cc23)c(Br)c1	107.0	0.6
CCc1ccc2occ(CC(=O)Nc3sc4c(c3C(=O)OC)CCC4)c2c1	120.0	0.4
CCc1ccc(NC(=O)CSc2nc3c([nH]c4ccccc43)c(=O)n2-c2ccc(C)cc2)cc1	109.0	0.4
O=S(=O)(c1ccc2ccccc2c1)n1nc(-c2ccco2)nc1NCc1cccc(Cl)c1	104.0	-0.6
CCCC(C(=O)Nc1ccccc1F)N1Cc2ccccc2C1=O (centres undefined)	99.0	-0.8
CCNC(=O)C(C#N)=C1CCCCCC1	102.0	0
COC(=O)c1sccc1N/C=C(\C#N)S(=O)(=O)C(C)(C)C	105.0	0
CC1CCCCC1NC(=O)NC(=O)CSc1nnnn1-c1ccc(Cl)cc1 (centres undefined)	104.0	0.2
COc1ccc(C(=O)CN2CCc3ccccc32)cc1	101.0	-0.4
C#CCn1cc(/C=C(/C#N)C(=O)Nc2ccccc2)c2ccccc21	98.0	-1.1
CCOC(=O)/C(C#N)=C/Nc1nc2ccccc2nc1N1CCOCC1	103.0	0.2
O=C(CNc1ccc(F)cc1F)Nc1ccc2c(c1)OC(F)(F)O2	102.0	-0.1
CC(C)SC1=NSC2=NC(=O)/C(=C\c3ccc(-c4cccc(C(=O)O)c4)o3)C(=N)N21	102.0	0.2
CCc1ccc(NC(=O)N(Cc2ccc3c(c2)OCO3)C2CCN(CC)CC2)cc1	99.0	-0.9
Cc1ccc2c(CC(=O)Nc3ccc(S(=O)(=O)Nc4nc(C)cc(C)n4)cc3)coc2c1	117.0	0.2
CCOc1ccc(CNC(=O)C2CCN(c3nnc(-n4c(C)ccc4C)s3)CC2)cc1	104.0	-1
O/N=C(/C(=N/O)c1ccco1)c1ccco1	101.0	-0.2
O=c1c2ccccc2ncn1CCOc1ccc(Br)cc1	99.0	-0.5
CN(C)c1cncc(C(=O)O)c1	104.0	0.7
COc1ccc(NC(=O)CCNS(=O)(=O)c2cccc3nsnc23)cc1	101.0	-0.3
O=c1cc[nH]c2c1ccc1c(O)ccnc12	101.0	-0.1
NC(=O)CCc1nc(-c2ccccc2)no1	102.0	0.3
CCc1ccc(NC(=S)N2CCC(N(C)C(C)C)CC2)cc1	102.0	0.1
New compounds follow:
SMILES	PV pol inh	PV pol inh FP z-score
CCOc1cc(C2c3c(oc4cc(C)cc(C)c4c3=O)C(=O)N2CCO)ccc1O (centres undefined)	108.0	-0.2
O=C(C1CC(c2ccccc2F)=NO1)N1CCCCCC1 (centres undefined)	104.0	0.8
COc1ccc(/C=C/C(=O)N2CCN(c3ccccc3)CC2)cc1OC	104.0	1.1
Cc1ccc(OCC(=O)Nc2ccc(S(=O)(=O)Nc3cc(C)on3)cc2)c(Br)c1	100.0	-1.4
CC1=C(C#N)C(c2ccc(N(C)C)cc2)C(C(=O)Nc2ccccc2)=C(C)N1 (centres undefined)	103.0	0.4
CCc1cccc(NC(=O)CCS(=O)(=O)c2ccc3c(c2)SCC(=O)N3)c1	102.0	-0.1
Fc1ccc(Oc2nc(Oc3ccc(F)cc3)nc(N3CCSCC3)n2)cc1	105.0	1
O=C(COc1ccc(Cl)cc1)NCC(c1cccs1)S(=O)(=O)c1ccc(F)cc1 (centres undefined)	106.0	-0.2
CC(C)Sc1ccc2nnc(-c3ccccn3)n2n1	103.0	0.7
Cc1ccc(-n2nc(C)c3c(C)c(CCC(=O)NC(C)c4ccc5c(c4)OCCO5)c(C)nc32)cc1 (centres undefined)	102.0	-0.1
CCCSc1nnc2c(n1)OC(C)(C)Nc1ccccc1-2	102.0	0.7
COc1ccc2cc3cc(C(=O)NCCN4CCN(c5ccccc5F)CC4)oc3nc2c1	100.0	-1
CCC1CCCCN1S(=O)(=O)c1ccc(NC(=O)c2cc(=O)c3ccccc3o2)cc1 (centres undefined)	108.0	0.1
COc1ccc(OCCCC(=O)OCc2nc3ccccc3[nH]2)cc1	102.0	-0.1
Cc1ccc(NC(=O)CSc2nc3c(cnn3-c3ccc(S(N)(=O)=O)cc3)c(=O)[nH]2)cc1	100.0	0
Cc1cc(=O)n(Cc2ccccc2)c2c1c(C)nn2C	104.0	-0.6
O=C(NCc1ccc(Cl)cc1)C1CCCN(S(=O)(=O)N2CCCCC2)C1 (centres undefined)	101.0	-0.2
Fc1ccccc1C(NCCc1ccc(Cl)cc1)c1nnc(-c2ccccc2)o1 (centres undefined)	104.0	-0.1
CCOc1ccc(NC(=O)c2cnc3sc(N4CCOCC4)nn3c2=O)cc1	105.0	-0.1
CCN(CC)c1cc2c(cc1F)c(=O)c(S(=O)(=O)c1ccc(OC)cc1)cn2CC	102.0	-1.2
Cc1ccc2nc(-c3ccc(N(C)C)cc3)[nH]c2c1	99.0	-1
Cc1cc(NC(=O)/C=C\c2ccc3c(c2)OCO3)nc2c1c(=O)oc1ccccc12	101.0	0.2
CCc1ccc(-c2nn(-c3ccccc3)cc2/C=C2\SC(=S)NC2=O)cc1	101.0	-0.1
O=C(NCc1ccccc1)c1cccc(NC(=O)N2CCSc3ncccc32)c1	109.0	0.6

Compound profiles, from the list above. Screens in order: PV pol inh | PV pol inh FP z-score
C/C(N)=C(/C#N)C(=O)CN1C(=O)NC(C)(c2ccc3c(c2)OCO3)C1=O (centres undefined) across the screens: 101.0 | -0.3
Fc1ccc(Oc2nc(Oc3ccc(F)cc3)nc(N3CCSCC3)n2)cc1 across the screens: 105.0 | 1

High-throughput results deposited in PubChem BioAssay by ICCB-Longwood Screening Facility, Harvard Medical School.
